IP6K1 inh – Primary qHTS assay for small molecule inhibitors of Inositol hexaphosphate kinase 1 (IP6K1); IP6K1 kinase, ADP-Glo luminescence, 2 h; active compounds read low; activity change, % (series mostly up to about 58 µM); 140,000 compounds, 0.81% hits; in the data active means activity change below about -25%
Target sequence (Q92551 whole entry, looked up): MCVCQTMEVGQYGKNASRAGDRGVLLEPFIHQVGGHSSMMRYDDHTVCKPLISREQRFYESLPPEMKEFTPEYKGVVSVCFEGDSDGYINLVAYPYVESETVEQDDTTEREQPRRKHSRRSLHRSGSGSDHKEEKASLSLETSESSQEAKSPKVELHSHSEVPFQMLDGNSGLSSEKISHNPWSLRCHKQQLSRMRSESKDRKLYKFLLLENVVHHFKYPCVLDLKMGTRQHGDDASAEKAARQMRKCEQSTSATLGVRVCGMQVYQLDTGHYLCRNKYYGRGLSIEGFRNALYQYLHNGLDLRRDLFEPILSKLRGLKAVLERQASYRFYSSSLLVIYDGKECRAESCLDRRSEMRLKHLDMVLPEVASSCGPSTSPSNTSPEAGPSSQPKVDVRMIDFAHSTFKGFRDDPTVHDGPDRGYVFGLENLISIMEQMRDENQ
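ADP-Glo luminescence measures ADP made by human IP6K1 during a 2 h RT reaction with ATP/IP6 (mix at 1.3 mM/130 uM); top library doses 57.5 and 19.1 uM final.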
NIH3T3 tox – Cytotoxic Profiling in NIH 3T3 Cell Line of Diverse Libraries Using Quantitative High-Throughput Screening; NIH 3T3 viability, CellTiter-Glo ATP luminescence, 48-72 h; 94,000 compounds, 4.3% hits; Potency, µM (highest dose often 96.7 µM), inactives show at the top dose activity change, negative = cytotoxicity, most hits filed as inhibitors; further: potency means the concentration at half of the fitted maximal effect; nearly all actives have a fitted effect of over 55% in size
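Mouse fibroblast NIH 3T3 cells, 400 per well, received compound via pintool and were incubated for 48 or 72 hr prior to CellTiter-Glo ATP luminescence measurement.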
Luciferase inh – Firefly luciferase inhibition profiling of diverse chemical library using quantitative high-throughput screening; 76,000 compounds, 2.5% hits; purified P. pyralis luciferase, luminescence, biochemical; Luciferin 4-monooxygenase (Photinus pyralis), P08659; Potency, µM (series often up to 115 µM), for the others: at the highest dose activity change, negative = inhibition, actives largely listed as inhibitors; further: potency means the concentration at half of the fitted maximal effect; nearly all actives have a fitted effect of over 65% in size
Target sequence (P08659 whole entry, looked up): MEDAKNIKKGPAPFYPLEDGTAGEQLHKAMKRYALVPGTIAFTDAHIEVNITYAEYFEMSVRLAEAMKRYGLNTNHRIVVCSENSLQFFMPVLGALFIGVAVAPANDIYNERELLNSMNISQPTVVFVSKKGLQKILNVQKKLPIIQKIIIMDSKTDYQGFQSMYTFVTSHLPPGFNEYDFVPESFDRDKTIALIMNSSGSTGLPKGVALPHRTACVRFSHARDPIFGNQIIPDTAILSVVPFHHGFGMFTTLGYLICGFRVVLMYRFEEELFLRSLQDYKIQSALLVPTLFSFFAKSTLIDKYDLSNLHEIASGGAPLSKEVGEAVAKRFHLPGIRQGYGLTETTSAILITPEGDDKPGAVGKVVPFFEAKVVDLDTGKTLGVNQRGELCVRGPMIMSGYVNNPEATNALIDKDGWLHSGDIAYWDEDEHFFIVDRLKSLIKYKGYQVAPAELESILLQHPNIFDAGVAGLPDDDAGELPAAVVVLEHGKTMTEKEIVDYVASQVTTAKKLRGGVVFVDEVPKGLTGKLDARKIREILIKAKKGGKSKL
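Purified 10nM P. pyralis luciferase with 10uM D-luciferin and 10uM ATP in 50mM Tris acetate pH 7.5, 10mM Mg acetate, 0.01% Tween-20, 0.05% BSA. qHTS titration; luminescence read by CCD imager.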
HEK cytotox – Cytotoxic Profiling in HEK 293 Cell Line of Diverse Libraries Using Quantitative High-Throughput Screening; HEK 293 viability, ATP luminescence (CellTiter-Glo), 48-72 h; Potency, µM (top dose mostly 115 µM), for the others: top-dose activity change, negative = cytotoxicity, actives largely listed as inhibitors; 94,000 compounds, 6.6% hits; AID 1345083, 2018; further: potency means the concentration at half of the fitted maximal effect; nearly all actives have a fitted effect of over 60% in size
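qHTS cytotoxicity; HEK 293, 250 cells/well; compound pinned; 48 or 72 hr, 37 degree Celsius, 5% CO2, 95% humidity; CellTiter-Glo, 10 min RT; luminescence (ATP).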
SNCA expr inhib – Primary qHTS assay for inhibitors of alpha-synuclein gene (SNCA) expression | HEK-293 SNCA-luciferase knock-in, luminescence, 24 h | Potency, µM (highest dose often 57.2 µM), for inactives: top-dose activity change, negative = inhibition, actives largely listed as inhibitors | 140,000 compounds, 0.17% hits;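 further: potency means the concentration at half of the fitted maximal effect; plate controls were DMSO cells for no effect and cell-free wells for full effect; nearly all actives have a fitted effect of over 45% in size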
SNCA viab count – GF-AFC viability counterscreen for inhibitors of alpha-synuclein gene (SNCA) expression. HEK-293-SNCA-luc viability, GF-AFC fluorescence, 24 h. 150,000 compounds, 0.12% hits. Potency, µM (titrated, usually from 57.1 µM), inactives show at the top dose activity change, negative = cytotoxicity, most hits filed as cytotoxic;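 further: potency means the concentration at half of the fitted maximal effect; 0% = DMSO-treated cells and -100% = medium-only wells without cells; nearly all actives have a fitted effect of over 30% in size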
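HEK-293-SNCA-luc cells (1500/well) plated 24 h, then exposed 24 h to a dilution series; GF-AFC added 30 min at 37C, fluorescence 405/540 nm; normalised to medium-only and DMSO wells, Hill fit.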
GPT2 inh – Primary qHTS assay for inhibitors of Glutamate pyruvate transaminase 2 (GPT2). Alanine aminotransferase 2 (Homo sapiens), Q8TD30. Recombinant GPT2, coupled pyruvate oxidase/HRP Amplex Red fluorescence. Potency, µM (highest dose often 57.7 µM), for the others: top-dose activity change, negative = inhibition, hits mostly inhibitors. 100,000 compounds, 0.25% hits. AID 1671188, 2021; further: potency means the concentration at half of the fitted maximal effect; nearly all actives have a fitted effect of over 60% in size; many of its hits are not listed in these tables
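Fluorescence of coupled pyruvate oxidase/HRP/Amplex Red system (50uM Amplex, 30 min, dark) reports pyruvate formed by GPT2. Enzyme reaction: 10ng/uL GPT2, 2mM L-alanine, 250uM a-KG, 30 min room temperature, pH 7.5; 50uM AOA control.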
Numbers without * were called inactive; i = inactive; ? = inconclusive; / = not tested or not shown; [ ] = remark or other dose. Unless noted, the call rests on the fitted dose curve; in most records, active means well fitted curve in the direction sought with a large enough effect; inconclusive means small, poorly fitted or top-dose-only effect, or another doubt; inactive means no such curve, though single readings can be large; an effect the other way counts as inactive or inconclusive. Unless noted, on the % scale 0 is the no-effect control and ±100 the full control effect.

SMILES	IP6K1 inh	NIH3T3 tox	Luciferase inh	HEK cytotox	SNCA expr inhib	SNCA viab count	GPT2 inh
CNC(=O)N1CCC(C2CCN(C(=O)Cc3ccc(OC)c(Cl)c3)C2)CC1 (centres undefined)	-6	-15%	-13%	-13%	?	6%[12.5 µM]	i
O=C1NCC2(CCCN(C(=O)c3cnc4c(O)cccn4c3=O)C2)O1 (centres undefined)	-7	4%	-2%	?	-14%	20%	-15%
COCc1nc(C2CC(NC(=O)c3cc(Cl)cn3C)C2)cc(=O)[nH]1 (centres undefined)	11	-16%	2%	-9%	-15%	5%	2%
CC(C)(C)c1ccc(C(O)CCCN2CCC(C(O)(c3ccccc3)c3ccccc3)CC2)cc1 (centres undefined)	-1	/	/	/	-8%	7%	-3%
O=C(Nc1ccc(Cl)cc1)N1CCC(c2nnc3n2C(C(=O)N2CCOCC2)CC3)CC1 (centres undefined)	-17	i	/	i	43%[activator]	5%	i
Cc1ccc(C)c(NC(=O)Cn2c(C)cc3nc4n(c(=O)c32)CCCC4)c1	1	-6%	-10%	-11%	-37%	-4%	i
COc1ccc(NC(=O)N2CCC(OCCOc3cccnc3)CC2)cc1	9	5%	-6%	6%	-20%	-4%[12.5 µM]	-4%
Cc1cc2nc(-c3ccc(OCc4ccccc4F)cc3)cc(C(F)(F)F)n2n1	-8	/	/	/	?	0%	/
COCCCNc1nccc(C2(c3ccccc3Cl)CCNCC2)n1	15	-11%	2%	?	-2%	-19%	i
O=C(Nc1ccc(Cl)cc1)N1CCCN(c2nc3ncccc3o2)CC1	0	?	1%	-17%	-8%	3%	?
Oc1ccccc1CN1CCOC[C@H]1c1ncc(-c2ccccc2)[nH]1	1	100µM*	-10%[172 µM]	?	-18%[87.6 µM]	4%[87.6 µM]	1%[88.5 µM]
O=C1CCN(C(=O)C2CCN(C(=O)COc3ccccc3)CC2)CCCCCCN1	-11	-12%	3%	3%	-12%	1%	i
COc1ccc(CNC(=O)Cn2c(SCC(=O)N(C)c3ccccc3)nc3ccccc32)cc1	48	/	/	/	-16%	-22%	/
O=S(=O)(c1ccc(Cl)cc1)c1nc(-c2cccs2)oc1SCc1ccc(F)cc1	-1	/	/	/	15%	0%	/
COc1cccc(NC(=O)O[C@@H]2CC[C@]3(C)[C@H](CC[C@H]4OC(=O)C[C@H]43)[C@]2(C)CO)c1	-6	-25%[174 µM]	-5%[172 µM]	?	25%[87.6 µM]	-3%[87.6 µM]	0%[88.5 µM]
C=CCN1CCC2(CCC1=O)CN(Cc1ncc[nH]1)CCN2C (centres undefined)	19	-7%	0%	i	1%	1%	-8%
Cc1ccccc1OCc1ccc(-c2nc(C#N)c(NCc3cccnc3)o2)o1	0	/	/	/	4%	-8%	/
CC(C)OCCCNC(=O)c1ccc(Cn2c(=O)c3cccn3c3cccnc32)cc1	-1	/	/	/	3%	16%	/
CC1(C(=O)NC2COC2)CN(Cc2ccccc2)Cc2ccc(Nc3ccccc3)nc21 (centres undefined)	-3	40µM*	-15%[172 µM]	89µM*	-20%[87.6 µM]	-14%[87.6 µM]	-3%[88.5 µM]
COc1ccc(C(=O)N2C[C@@H]3C[C@H](C2)c2c(NC(=O)Nc4ccccc4)ccc(=O)n2C3)cc1	0	i	0%	10µM*	?	-28%	5%
COc1ccc(-c2nnc(C[C@@H]3C[C@@H](C(C)C)[C@H](CNCc4cccnc4)C=C3C)o2)cc1	-10	?	6%	?	-25%	-29%	5%
Nc1ncnc2c1c(I)cn2[C@@H]1C[C@H](N)[C@@H](O)[C@H]1O	/	/	/	/	?	-16%	-11%
Cc1ccccc1NC(=O)c1nc(-c2ccncc2)no1	14	/	/	/	30%	-7%	/
Cc1cccc(C)c1OCc1cc(C(=O)N2CCCC(C(=O)c3nccn3C)C2)no1 (centres undefined)	16	-7%	-14%	?	14%	1%	1%
Cc1ccccc1CN1C(=O)c2ccccc2Sc2ccc(C(=O)N3CCOCC3)cc21	-16	/	/	/	?	?	/

As entered above:
Cc1cccc(C)c1OCc1cc(C(=O)N2CCCC(C(=O)c3nccn3C)C2)no1 (centres undefined) in SNCA expr inhib has 14%
O=S(=O)(c1ccc(Cl)cc1)c1nc(-c2cccs2)oc1SCc1ccc(F)cc1 in SNCA viab count has 0%
COc1ccc(NC(=O)N2CCC(OCCOc3cccnc3)CC2)cc1 in IP6K1 inh has 9
COc1cccc(NC(=O)O[C@@H]2CC[C@]3(C)[C@H](CC[C@H]4OC(=O)C[C@H]43)[C@]2(C)CO)c1 in SNCA expr inhib has 25%[87.6 µM]

Random excerpt: 2 records from the list.
SMILES	IP6K1 inh	NIH3T3 tox	Luciferase inh	HEK cytotox	SNCA expr inhib	SNCA viab count	GPT2 inh
Cc1ccc(C)c(NC(=O)Cn2c(C)cc3nc4n(c(=O)c32)CCCC4)c1	1	-6%	-10%	-11%	-37%	-4%	i
Nc1ncnc2c1c(I)cn2[C@@H]1C[C@H](N)[C@@H](O)[C@H]1O	/	/	/	/	?	-16%	-11%

The listing picks up with the three entries that preceded the break.
SMILES	IP6K1 inh	NIH3T3 tox	Luciferase inh	HEK cytotox	SNCA expr inhib	SNCA viab count	GPT2 inh
Cc1ccccc1NC(=O)c1nc(-c2ccncc2)no1	14	/	/	/	30%	-7%	/
Cc1cccc(C)c1OCc1cc(C(=O)N2CCCC(C(=O)c3nccn3C)C2)no1 (centres undefined)	16	-7%	-14%	?	14%	1%	1%
Cc1ccccc1CN1C(=O)c2ccccc2Sc2ccc(C(=O)N3CCOCC3)cc21	-16	/	/	/	?	?	/
O=C(Nc1cccc(C(F)(F)F)c1)C1CCN(c2nnc(-n3cccc3)s2)CC1	11	/	/	/	52%[activator]	11%	/
COc1cccc(C(=O)NC2CCN(c3cc(-c4ccc(Cl)cc4)[nH]n3)CC2)c1	10	-5%	11%	-22%	-26%	-9%	i
CCc1ccccc1N(C)C(=O)c1cn(-c2cccc(OC)c2)c(=O)c2ccccc12	-4	/	/	/	0%	-15%	/
CC(C)CCNC(=O)c1cnc2c(c1)N(C(=O)Cc1ccc(C(C)C)cc1)CCC2	-2	100µM*	6%[172 µM]	100µM*	-13%[87.6 µM]	-8%[87.6 µM]	i
O=C(Nc1cccc(-c2nnc3n2CCCC3)c1)c1ccc(F)cc1	-4	?	0%	-21%	5%	-8%	i
CCN1CCN(CCCNC(=O)c2cnn(-c3ccccc3)c2C2CCN(C(=O)OC(C)(C)C)CC2)CC1	-7	/	/	/	18%	-2%	/
CSc1cccc(NC(=O)Cn2c(-c3cccc(Cl)c3)nc(C)c(CCO)c2=O)c1	-6	?	-3%	?	-28%	-24%	1%
COc1ccc(-c2onc(C)c2C)cc1S(=O)(=O)NCc1ccc(Br)cc1	14	/	/	/	-5%	4%	/
NC(=O)CNC(=O)[C@@]1(O)C[C@@H](O)[C@H](O)[C@@H](NC(=O)Nc2ccc(OC(F)(F)F)cc2)C1	1	i	-3%	i	?	4%	-5%
COc1ccnc(N2CCN(CC3(O)CCCNC3)CC2)n1 (centres undefined)	-5	0%	-2%	0%	2%	-1%	-13%
O=c1n(CC2CC2)nc2n1CCC(NS(=O)(=O)c1ccc3c(c1)OCCO3)CC2 (centres undefined)	11	-15%	/	-11%	16%	17%	4%
COc1cc(OC)c(C(=O)N2CCCC[C@H](N(C)C)C2)cc1OC	-10	-3%	12%	-11%	10%	-3%	i
OC[C@@H]1CN(C2CCCCC2)C[C@H]1c1nc(-c2ccncc2)no1	-2	-18%	?	-27%	58%[activator]	1%	1%
CCCCN(C)C(=O)C1CCCN(c2ncnc3onc(C)c23)C1 (centres undefined)	-23	/	/	/	-4%	?	/
Cc1ccc(Nc2ccnc(N3CCC(NC(=O)Nc4ccc(Cl)cc4)CC3)n2)cc1	-6	22µM*	/	25µM*	-3%	-22%	3%
O=C(Cc1cccc(Cl)c1)N1CCc2c(n(CCOc3ccccc3)n(-c3ccccc3)c2=O)C1	5	?	-3%	?	-30%	-22%	i
CN(CC1(CO)CC1)c1nccc(CCC(F)(F)F)n1	7	-3%	-17%	4%	7%	-19%	?
COCCNC(=O)C1CC(c2ccccc2)CN(C(=O)NCc2ccccc2)C1 (centres undefined)	-2	4%	-2%	-1%	8%	8%	i
COc1cc(Cl)c(C)cc1NC(=O)C1CCCN(c2ncnc3onc(-c4ccc(F)cc4)c23)C1 (centres undefined)	-8	/	/	/	7%	1%	/
CCCn1cc2c3c(cccc31)CN(C(=O)c1ccccc1F)CC2	11	?	-22%	?	47%[activator]	9%	i
S=C(S)OC1CC2CC1C1CCCC21 (centres undefined)	/	/	/	/	15%	3%	i
Cc1nc2sccn2c(=O)c1S(=O)(=O)Nc1cc(C(F)(F)F)ccc1Cl	-1	/	/	/	14%	-2%	/
COc1cccc(N2CC(C(=O)N3CCCC3)NC2=O)c1 (centres undefined)	15	-9%[138 µM]	3%[172 µM]	5%[172 µM]	-2%[87.6 µM]	-5%[87.6 µM]	-3%[88.5 µM]
COc1ccc(CC(=O)NCc2nc3cccnc3n2Cc2ccc(C)cc2)cc1	4	/	/	/	-1%	-6%	/
O=C1N2CCCC2CN1C1CCN(Cc2ccc(OC(F)(F)F)cc2)CC1 (centres undefined)	19	?	-8%	40µM*	-14%	-3%	?

As a short view, 2 of the compounds above.
SMILES	IP6K1 inh	NIH3T3 tox	Luciferase inh	HEK cytotox	SNCA expr inhib	SNCA viab count	GPT2 inh
COc1ccc(CC(=O)NCc2nc3cccnc3n2Cc2ccc(C)cc2)cc1	4	/	/	/	-1%	-6%	/
O=C1N2CCCC2CN1C1CCN(Cc2ccc(OC(F)(F)F)cc2)CC1 (centres undefined)	19	?	-8%	40µM*	-14%	-3%	?

High-throughput results: PubChem, National Center for Advancing Translational Sciences (NCATS)
